M1 ag – activates human CHRM1 receptor; AID 588814; CHO-K1 hM1, Fluo-8 calcium fluorescence, agonist mode; 0% DMSO, 100% acetylcholine EC100; P11229; activation, % at 3 µM; 360,000 tested, 0.33% active;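 active = activation above the run's mean compound activation plus 3 SD, cut at about 16% in these data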;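 also: peak over basal fluorescence ratio within a 140 s kinetic read after compound addition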
TAAR1 ag – agonists of human TAAR1; Q96RJ0; 360,000 tested, 0.99% active; AID 624467; activation, % at 3 µM; CHO RD-HGA16 TAAR1, Fluo-8 calcium fluorescence; vehicle wells 0%, saturating PEA agonist 100%;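 active = activation above the mean activation of all test compounds in the run plus 3 SD, cut at about 38% in these data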
Target sequence (Q96RJ0 whole entry, looked up): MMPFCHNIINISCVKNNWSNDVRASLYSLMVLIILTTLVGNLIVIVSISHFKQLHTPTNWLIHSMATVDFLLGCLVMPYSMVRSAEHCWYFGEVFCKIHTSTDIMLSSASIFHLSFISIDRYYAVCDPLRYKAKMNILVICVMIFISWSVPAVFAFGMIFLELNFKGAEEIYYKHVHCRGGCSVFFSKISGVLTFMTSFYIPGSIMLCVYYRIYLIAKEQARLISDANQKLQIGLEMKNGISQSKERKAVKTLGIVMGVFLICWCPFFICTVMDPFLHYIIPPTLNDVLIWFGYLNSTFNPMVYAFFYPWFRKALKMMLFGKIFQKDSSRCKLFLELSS
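System: CHO-derived RD-HGA16 cells with stable Gα16 and human TAAR1. Times: 17-24 h plating, Fluo-8 75 min 37 °C, 30 min RT. Measured by: calcium-sensitive Fluo-8 signal, excitation 470-495, emission 515-575 nm. Read-out basis: % activation relative to PEA EC100 response. Control set: DMSO and PEA EC100. Repeats: no replicates (n 1).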
M1 PAM – human CHRM1 positive allosteric modulation. 360,000 tested, 0.088% active. CHO-K1 hM1, Fluo-8 calcium fluorescence, ACh EC20; 0% = ACh EC20, 100% = maximal ACh. P11229. activation, % at 3 µM; in the data active = activation above about 19%, passing the limit was not always enough
CHRM1 antagonist – antagonists of human M1 muscarinic receptor; P11229; CHO-K1 hM1, Fluo-8 calcium fluorescence, ACh EC80 antagonist; inhibition, % at 3 µM; 360,000 tested, 1.3% active;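 active = percent inhibition above its own plate's cutoff, namely the mean of that plate's compound wells plus 3 SD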;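 also: peak over basal fluorescence ratio during 140 s after agonist addition; 0% = ACh EC80 plus DMSO and 100% = DMSO alone without agonist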
CHRM5 antagonist – blocks acetylcholine activation of human M5 receptor | CHO-hM5 cells, Fluo-8 calcium fluorescence, ACh EC80 | 360,000 tested, 0.59% active | P08912 | inhibition, % at 3 µM;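 active = inhibition above a per-plate cutoff, the mean of that plate's test compounds plus 3 SD, cut at about 27% in these data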;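 also: 0% = acetylcholine EC80 with DMSO and 100% = DMSO without agonist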
Target sequence (P08912 whole entry, looked up): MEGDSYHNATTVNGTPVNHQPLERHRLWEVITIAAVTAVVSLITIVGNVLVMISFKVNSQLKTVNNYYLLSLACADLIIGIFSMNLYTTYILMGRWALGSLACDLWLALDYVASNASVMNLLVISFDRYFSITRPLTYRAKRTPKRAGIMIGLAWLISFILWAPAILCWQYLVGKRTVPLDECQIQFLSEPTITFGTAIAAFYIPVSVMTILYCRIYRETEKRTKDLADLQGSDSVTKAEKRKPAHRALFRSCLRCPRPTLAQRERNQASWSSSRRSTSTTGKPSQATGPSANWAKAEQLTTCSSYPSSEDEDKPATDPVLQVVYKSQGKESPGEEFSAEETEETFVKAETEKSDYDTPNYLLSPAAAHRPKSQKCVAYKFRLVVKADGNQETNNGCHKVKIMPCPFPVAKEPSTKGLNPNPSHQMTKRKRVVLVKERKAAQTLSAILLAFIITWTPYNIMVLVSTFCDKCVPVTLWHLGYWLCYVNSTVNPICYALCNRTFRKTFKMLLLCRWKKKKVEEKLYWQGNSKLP
M5 ag – CHRM5 agonism in calcium assay; P08912; 360,000 tested, 0.19% active; AID 624037; CHO-K1 hM5 cells, Fluo-8 calcium fluorescence; 0% DMSO wells, 100% maximal acetylcholine response; activation, % at 3 µM;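 active = activation above the run's mean over test compounds plus 3 SD, cut at about 23% in these data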;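 also: signal is peak over basal fluorescence ratio across the kinetic read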
CHRM4 agonist – agonists of human muscarinic M4 receptor (CHRM4) | P08173 | CHO-K1 hM4/Gqi5, Fluo-8 calcium fluorescence; vehicle 0%, full acetylcholine response 100% | activation, % at 3 µM | 360,000 tested, 0.14% active;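 active = activation above the run mean over all test wells plus 3 SD, cut at about 32% in these data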;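 also: peak over basal fluorescence ratio per well then scaled between controls; 0% = DMSO wells and 100% = acetylcholine at EC100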
CHRM4 antagonist – blocks acetylcholine activation of human M4 receptor; CHO-hM4 cells, ACh EC80, Fluo-8 calcium fluorescence; inhibition, % at 3 µM; 360,000 tested, 0.73% active; AID 624125;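 active = inhibition above its plate's cutoff, the mean inhibition of sample wells plus 3 SD, cut at about 27% in these data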;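 also: 0% = acetylcholine EC80 with DMSO and 100% = DMSO without agonist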
M5 PAM – CHRM5 positive allosteric modulation; P08912; CHO-K1 hM5, Fluo-8 calcium, ACh EC20 PAM; 0% = ACh EC20, 100% = ACh EC100; activation, % at 3 µM; 360,000 tested, 0.3% active;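 active = activation above the run cutoff, the mean activation of all test compounds plus 3 SD, cut at about 18% in these data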
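Assay system – human M5 receptor in CHO-K1 cells · Read-out – % activation, ACh-normalized · Technique – Fluo-8 calcium fluorescence · Dosing – single-point, 3 µM nominal · Incubation – Fluo-8 loading 80 min at 37 °C plus 30 min room temperature · Repeats – singlicate, one well per test compound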
Starred values were filed as active, the others as inactive; x = no result given. This is a subset (hit frequency here may not be typical).

SMILES,M1 ag,CHRM4 agonist,M5 PAM,CHRM1 antagonist,CHRM5 antagonist,M5 ag,TAAR1 ag,M1 PAM,CHRM4 antagonist
Cc1ccc(-n2c(SCC(=O)NNC(=S)Nc3ccccc3)nc3ccccc3c2=O)cc1,-4,4,4,1,-2,0,3,3,4
O=C(NC(=S)Nc1c(Cl)cc(Cl)cc1Cl)c1ccccc1,3,0,-4,-3,-6,0,3,-2,-15
Cn1c(COc2ccccc2O)[n+](C)c2ccccc21,-11,2,-2,-12,8,-5,0,3,-14
Cn1c(=O)cc(OCCCC(=O)N2CCCCC2)c2ccccc21,-6,1,-3,6,8,-4,2,-6,17
O=C(CCSC1=NCCCN1)c1ccc(F)cc1,-9,1,12,-3,2,-10,8,-4,-1
CC(CC(=O)Nc1ccc2c(c1)c(=O)n(C)n2-c1ccccc1)c1ccccc1 (stereo not drawn),-7,3,-2,-12,-3,2,5,3,-7
CC(C)c1ccc(C2NC(=O)CCC2[N+](=O)[O-])cc1 (stereo not drawn),-9,0,-2,-5,10,-2,3,13,8
COc1ccc(C(=O)Nc2cc(C)c(NC(=O)c3ccccn3)cn2)cc1,-3,8,4,-4,3,1,4,0,-6
CCSc1nc2nc(C)cc(C)n2n1,-1,0,11,-23,-5,-1,4,3,-2
CCC1CCCCN1C(=O)c1ccc(OC2CCN(C(=O)COC)CC2)cc1 (stereo not drawn),-3,2,4,0,-8,-1,1,2,-12
Cc1sc(NC(=O)C2=COCCO2)c(C#N)c1C,-6,-1,1,-3,-7,-3,5,3,-7
O=[N+]([O-])c1cc(Cl)cc(/C=N/NC(=S)Nc2ccc(S(=O)(=O)N3CCOCC3)cc2)c1O,-4,0,-11,-4,8,3,-2,3,22
COc1ccc(C(=O)NCCCSC)cc1OC1CCN(C(C)C)CC1,-9,0,4,-4,-8,-6,9,3,0
CCNC(=S)N(Cc1ccccc1)Cc1nc2ccccc2c(=O)[nH]1,-4,1,-1,29,-1,-2,1,-11,9
Cc1ccccc1C(=O)NC(=S)Nc1ncccn1,-3,0,1,-1,-1,6,3,-1,-1
Cc1ccc(C(=O)Nc2ccc3nc(C)sc3c2)s1,-1,0,-6,17,1,2,4,-7,7
COc1cc2[nH]c(C(=O)Nc3ccc(F)cc3)cc2c(OC)c1OC,-2,6,5,14,-11,-3,10,-22,-17
Cc1ccc(-c2nc(NCc3ccco3)c3ccccc3n2)cc1,-7,1,-4,-9,-7,-1,8,8,-8
CCCc1nc2ccccc2n1C(C)C(=O)NC(C)(C)C (stereo not drawn),x,x,-7,x,5,-5,1,x,-6
Cc1cnc(NC(=O)C2CC(=O)N(c3ccc4c(c3)OCCO4)C2)s1 (stereo not drawn),7,2,-6,3,4,3,3,11,-4
O=C(CC(=O)Nc1ccccc1[N+](=O)[O-])Nc1ccccc1[N+](=O)[O-],2,13,-16,0,15,4,11,1,-7
Cc1oc(-c2ccccc2F)nc1CN1CCC(C(=O)NCc2cccnc2)CC1,-3,0,4,-4,-6,-2,11,6,0
COc1ccc(CNC(=O)CCCn2nc(C)n3c(cc4sccc43)c2=O)cc1,2,3,2,-12,10,-3,0,12,-3
CCOc1cc(/C=C2/C(=O)N(c3ccccc3)N=C2C)ccc1OC(=O)c1cccs1,-3,0,9,3,0,4,x,5,6
NC(=NC(=O)c1cccc(C(F)(F)F)c1)c1ccc(C(F)(F)F)cn1,-2,0,-8,14,13,-1,1,-8,9
CC(C)Cn1c(N)c(C(=O)COC(=O)c2ccc(Cl)cc2)c(=O)n(C)c1=O,-4,17,-14,0,18,-3,10,-4,-3
O=C(c1ccc2ccccc2c1O)N1CCCCC1,0,5,-1,-10,-6,4,1,3,1
CCCS(=O)(=O)N1CCC(C(=O)NCCC(C)C)CC1,-6,1,-6,0,2,-3,5,-8,-2
N#CCC(=O)N/N=C/c1c(-c2ccccc2)n(-c2ccccc2)c2ccccc12,-1,5,-3,1,8,-1,1,4,0
Cc1ccc(C(=O)NCCOc2cccc3cccnc23)cc1Cl,-8,2,-1,-7,4,-4,24,7,-8

Some entries already given with just M1 ag and M5 ag.
SMILES,M1 ag,M5 ag
CCOc1cc(/C=C2/C(=O)N(c3ccccc3)N=C2C)ccc1OC(=O)c1cccs1,-3,4
NC(=NC(=O)c1cccc(C(F)(F)F)c1)c1ccc(C(F)(F)F)cn1,-2,-1

(list continues)
SMILES,M1 ag,CHRM4 agonist,M5 PAM,CHRM1 antagonist,CHRM5 antagonist,M5 ag,TAAR1 ag,M1 PAM,CHRM4 antagonist
O=C(N/N=C/c1ccc([N+](=O)[O-])o1)c1ccc(O)cc1,-3,0,2,-25,-2,1,0,1,2
Cc1ccc(/C(=N/Nc2nc3ccccc3s2)C2=C(O)c3ccccc3C2=O)cc1,-4,1,-5,3,0,-5,1,-8,1
Cc1csc(=O)n1CC(=O)OCC(=O)NC(C)c1ccc(F)cc1 (stereo not drawn),-3,2,10,-12,3,4,3,5,-16
COc1ccc(NC(=O)CCCc2nnc3n(C)c(=O)c4sccc4n23)cc1,-4,0,0,-8,6,-1,2,8,-3
COc1ccc(OC)c(C(=O)NC(CC(N)=O)c2ccc(NCc3ccccn3)c([N+](=O)[O-])c2)c1 (stereo not drawn),-3,0,2,-2,-3,0,-1,5,0
CCOC(=O)CC1C(=O)NCCN1S(=O)(=O)c1ccc(Cl)cc1 (stereo not drawn),-3,1,-2,-10,2,0,11,9,-3
O=C(Cn1cnc2c(nnn2-c2ccccc2)c1=O)N1CCCc2ccccc21,2,3,-4,-16,-3,1,1,14,-9
Cc1ccc(NC(=O)c2cc(=O)[nH]c3ccccc23)cc1C,-4,3,2,-18,5,-2,0,7,-8
CCOC(=O)c1sc(=S)n(Cc2ccccc2)c1C,-6,0,6,0,-16,-4,4,0,-4
N#Cc1c(NC(=O)CSc2ncn[nH]2)sc2c1CCCC2,0,5,-2,-1,-3,-2,7,3,-5
Cc1ccccc1OCCNC(=O)CSc1ccc(C(F)(F)F)cc1[N+](=O)[O-],-7,1,-1,-7,-6,-2,7,2,2
Cc1ccc(-c2csc(NC(=O)c3cccs3)n2)cc1,-9,-1,6,-18,-10,5,-1,-6,-10
O=C1c2cnccc2CN1Cc1ccccc1,0,1,0,5,-4,-5,2,5,0
CCOC(=O)C1=C(C(=O)OCC)c2ccc(OC)c(OC)c2C1,-1,0,13,-4,4,-2,6,7,-2
CCc1nc2ccc(C(=O)NCCOc3ccc(OC)cc3)cn2c1N(C)Cc1cccs1,-6,10,-13,-4,0,1,0,5,-2
Oc1[nH]c(N=C2N=c3ccccc3=N2)c2ccccc12,-9,2,6,-11,-3,-6,0,6,8
Cc1ccc(C(=O)N/N=C2\CC3CC=CC23)c(C)c1 (stereo not drawn),1,-1,14,-10,-2,-1,7,8,7
COCCNC(=O)C(c1ccc(F)cc1)N(C(=O)CCC(=O)Nc1ccccn1)C1CCCCC1 (stereo not drawn),-3,1,10,-6,2,-2,1,7,-6
CCC(=O)Nc1ccc(S(=O)(=O)NCC2CCCO2)cc1 (stereo not drawn),1,1,2,0,-3,3,0,3,-6
O=C1c2ccccc2C(=O)N1Cc1nc(-c2ccncc2)no1,-2,2,-2,10,5,3,9,-2,1
COc1ccc(N2CCN(C(=O)c3nc4nc(C)cc(C)n4n3)CC2)cc1,-5,7,-5,11,11,2,0,-5,-1
CCc1cc2c(=O)n(Cc3ccco3)c(SCC(=O)NC3CCS(=O)(=O)C3)nc2s1 (stereo not drawn),-6,1,5,-14,-1,-7,-1,9,-1
CCOC(=O)N1CCN(C(=O)COc2cc(=O)n(C)c3ccccc23)CC1,-6,0,1,-3,1,1,3,-1,8
Cc1cc(C)c(S(=O)(=O)c2ccccc2C)c(N(C)C)n1,-4,0,1,-27,-7,-10,-1,4,-13
CC(C)c1nc(SCC(=O)N2CC(=O)Nc3ccccc32)c2ccccc2n1,-5,4,-3,10,8,-2,7,-2,-6
CCc1ccc(CC2S/C(=C(\C#N)C(C)=O)NC2=O)cc1 (stereo not drawn),2,2,3,-11,-7,-3,12,10,0
COc1ccc(C(=S)N2CCOCC2)cc1OC(=O)c1cccc([N+](=O)[O-])c1,-4,2,-3,7,6,2,8,-5,1
COc1ccccc1NC(=S)NC(NC(=O)c1ccco1)C(Cl)(Cl)Cl (stereo not drawn),1,2,2,0,1,2,3,2,-13
Cc1cccc(NC(=O)c2ccc(OCc3c(C)noc3C)cc2)n1,-8,7,-12,13,4,-1,1,-13,-9
COc1cccc(NC(=S)N(Cc2cccc(Br)c2)CC2CCC(C(=O)O)CC2)c1 (stereo not drawn),0,1,0,-5,13,10,2,4,1
Nc1cc(=O)[nH]c2ncnn12,0,0,3,-23,-13,3,5,13,-5
OCCC1CN(Cc2ccc(F)cc2Cl)CCN1CCc1ccccc1 (stereo not drawn),-9,2,-1,11,5,-19,7,-10,3
CC(C)N(Cc1nc(-c2ccccc2)no1)C(=O)CN(C)S(=O)(=O)c1ccc(Br)cc1,-6,2,0,-1,8,-2,11,0,-2
O=C(NNC(=O)c1ccccc1Br)c1ccc(SCC2CCCO2)c([N+](=O)[O-])c1 (stereo not drawn),-3,5,2,-5,-5,2,2,4,-16
O=C(CSc1nnc(CCCOc2ccc(Cl)cc2Cl)o1)Nc1ccc(C(=O)O)cc1,-3,1,6,4,0,1,0,9,-1
NC(=O)c1cc(-c2ccccc2)sc1NC(=O)CN1CCCCC1,-3,3,-9,-2,4,0,8,-6,-4
CCOC(=O)c1c(C)[nH]c(C(=O)OCC(=O)Nc2ccc(Cl)cn2)c1C,-1,1,10,-5,3,4,1,8,-7
CSCC(C)N1CCC(n2nccc2NC(=O)CCc2ccccc2)CC1 (stereo not drawn),-4,1,2,-2,-8,-2,1,0,-13
Cc1ccc(OCC(O)Cn2c(=N)n(CCN3CCOCC3)c3ccccc32)cc1 (stereo not drawn),-6,1,2,2,-3,-13,14,-3,2
O=C(NCc1ccc2c(c1)OCO2)c1nc(Cn2ccc([N+](=O)[O-])n2)no1,-5,1,-2,-12,-1,-2,1,10,-7
CS(=O)(=O)N1CCc2cc(C(=O)Nc3cccc([N+](=O)[O-])c3)ccc21,-1,1,-10,-14,10,-1,12,5,-1
CCCCNC(=O)C(NC(=O)Cc1cc(OC)cc(OC)c1)C(=O)c1ccccc1 (stereo not drawn),x,3,2,x,-1,-1,-1,x,3
COc1ccc(N(CC(=O)N2CCc3ccccc32)S(=O)(=O)c2c(C)nn(C)c2C)cc1,-9,1,-8,-10,1,11,-1,0,-11
O=c1ccc2cc([N+](=O)[O-])c(CCO)cc2o1,-2,0,-5,20,10,0,5,1,-1
COc1ccc(S(=O)(=O)N2CCN(C(=O)C3CC3)CC2)cc1Br,-2,1,0,-9,-1,3,6,7,9
